# Screening results (PubChem)
# Nrf2 ARE act – qHTS of Nrf2 Activators; 410,000 tested, 0.31% active; AREc32 ARE-luciferase reporter (MCF7-derived line), luminescence, 24 h; Potency, µM (top dose mostly 46.1 µM), for the others: at the top dose activation, actives largely listed as activators; note: potency is the fitted concentration of half-maximal effect; % of control where 0% means no effect; nearly all actives have a fitted effect of over 65% in size
#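 AREc32 cells carrying an ARE-driven firefly luciferase reporter were seeded at 1000 cells/well in OPTI-MEM with 5% FBS, then exposed to compound for 24 hr at 37 deg C. Luminescence was read with Steady-Glo after 30 min at RT.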
# Abeta rescue – qHTS for compounds that reverse cellular toxicity of Amyloid beta (A-beta) peptide in yeast: Primary Screen; yeast expressing A-beta42, growth rescue, OD600, 48 h; response scale: 0% DMSO, 100% iron-clioquinol control; Potency, µM (doses to about 46.1 µM), inactives show at the top dose growth rescue, actives largely listed as activators; 410,000 tested, 0.063% active; note: potency is the fitted concentration of half-maximal effect; nearly all actives have a fitted effect of over 55% in size
#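 Growth rescue measured by 600 nm absorbance after 48 h yeast culture at 30 C with compound. Values normalized between DMSO and an equimolar ferric chloride plus clioquinol control.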
# HepG2 viability – qHTS for Inhibitors of TGF-b: Cytotox Counterscreen; AID 588856, 2011; HepG2 CAGA-GFP viability, ATP luminescence, 18 h; Potency, µM (titrated, usually from 46.1 µM), inactives show at the highest dose activity change, negative = cytotoxicity, most hits filed as cytotoxic; 410,000 tested, 0.76% active; note: potency is the fitted concentration of half-maximal effect; some results filed as inactive show a strong effect at the top dose
#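 HepG2 CAGA-GFP cells (1000/well, DMEM with 1% FBS) received compound, then TGF-beta at 500 pg/mL final, and were incubated 18 hours at 37 degrees C. Viability was read by CellTiter-Glo luminescence. Media-only wells were set as complete cell-killing and DMSO as no toxicity.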
# CCT chaperon mod – High-Throughput Screening for Modulators of Cytosolic Chaperonin Activity; activity change, % (no concentration beside the values), hits read low; purified chaperonin ATPase assay, HTRF ADP detection, 30 min; 360,000 tested, 0.3% active; in the data active = activity change below about -30%; note: % is set by controls: 0 for no effect and ±100 for the full control effect
#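 TRiC (40 or 20 nM final, by batch activity) in 30 mM Tris pH 7.4, 100 mM KCl, 5 mM MgCl2, 1 mM DTT was treated with compound at 76 uM single dose, then 10 uM ATP, 30 min at 37 °C. ADP was read by HTRF Transcreener.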
# A549 viability – Nrf2 qHTS screen for inhibitors: counterscreen for cytotoxicity; 390,000 tested, 0.16% active; A549 ARE-Fluc cells, CellTiter-Fluor viability, 18-24 h; Potency, µM (top dose mostly 46 µM), inactives show at the highest dose activity change, negative = cytotoxicity, actives largely listed as inhibitors; AID 504648, 2011; note: potency is the fitted concentration of half-maximal effect; % is set by controls: 0 for no effect and ±100 for the full control effect
#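 Cytotoxicity counterscreen: CellTiter-Fluor fluorescence was measured in A549 ARE_Fluc cells after 18-24 h of compound exposure in a concentration series. The subsequent BugLite luminescent read reports ARE-luciferase activity.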
# MmCpn inh – Inhibitors of TCP-1 ring complex (TRiC) of Methanococcus maripaludis (MmCpn): qHTS. Chaperonin Mm-Cpn (Methanococcus maripaludis). purified Mm-Cpn ATPase, ADP Transcreener TR-FRET. Potency, µM (top dose mostly 76.9 µM), inactives show top-dose activity, negative = inhibition, actives largely listed as inhibitors. 330,000 tested, 0.031% active. AID 504842, 2011; note: potency is the fitted concentration of half-maximal effect; % is set by controls: 0 for no effect and ±100 for the full control effect; nearly all actives have a fitted effect of over 80% in size
#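 Reaction buffer contained 30 mM Tris pH 7.4, 100 mM KCl, 5 mM MgCl2 and 1 mM DTT. Mm-CPN (25 nM final) hydrolysed 10 uM ATP over 30 min at 37°C; ADP was read by HTRF.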
# TGFb inhibitor – qHTS for Inhibitors of TGF-b | HepG2 CAGA-GFP TGF-b/SMAD3 reporter, GFP fluorescence, 18 h; TGF-beta stimulated, 500 pg/mL final | Potency, µM (titrated, usually from 46.1 µM), for inactives: top-dose activity, negative = inhibition, most hits filed as inhibitors | 410,000 tested, 1.2% active | AID 588855, 2011; note: potency is the fitted concentration of half-maximal effect; % is set by controls: 0 for no effect and ±100 for the full control effect; nearly all actives have a fitted effect of over 65% in size
#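 Inhibition was scored as loss of TGF-beta-induced (500 pg/mL final, 18 hours, 37 degrees C) GFP in HEPG2 cells carrying a CAGA-GFP reporter, in DMEM with 1% FBS. Well GFP was summed per cell; Activity was normalised to unstimulated and stimulated DMSO wells, then concentration-response fitting.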
# Nrf2 block – Nrf2 qHTS screen for inhibitors; 360,000 tested, 2.1% active; A549 ARE-Fluc reporter, luciferase luminescence, 18-24 h; Potency, µM (highest dose often 46 µM), for inactives: at the top dose activity change, negative = inhibition, most hits filed as inhibitors; note: potency is the fitted concentration of half-maximal effect; % is set by controls: 0 for no effect and ±100 for the full control effect; nearly all actives have a fitted effect of over 60% in size
#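 A549 ARE_Fluc cells (5000/well, 5% FBS OPTI-MEM) pre-incubated 2 h, then treated with compounds 18-24 h at 37C/5% CO2 in concentration-response. CellTiter-Fluor viability read first; BugLite luciferase luminescence after 15 min at room temperature gives Nrf2 activity.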
# Akt phos inh – HTS Assay for Inhibitors of Akt Phophorylation: Primary Screen. Neuro2A IGF-stimulated pAkt S473 HTRF, 20 min; stronger effect = lower value. AID 651550, 2012. 360,000 tested, 0.32% active. activity change, % for hits at 50 µM; in the data active = activity change below about -80%; inconclusive = mostly about -51% to -80%; note: % is set by controls: 0 for no effect and ±100 for the full control effect
#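 Single-point screen (50 µM final compound) in Neuro2A cells stimulated 20 min with 6 nM IGF at 37 deg C. After lysis, Ser473-phosphorylated Akt read by HTRF (ex 330 nm, em 615/665 nm) as the 665/615 ratio.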
# The depositor's hits bear a star; i = inactive; u = inconclusive; x = not tested or not shown; & = joins results of further samples; [ ] = another dose, or the depositor's remark. Unless noted, calls come from the whole dose curve; as a rule, active = well fitted curve in the direction sought with a large enough effect; inconclusive = small, poorly fitted or top-dose-only effect, or another doubt; inactive = no such curve, though single readings can be large; an effect the other way counts as inactive or inconclusive. Rows are unselected; 4.3% or so of the library scored in one or more.
SMILES | Nrf2 block | CCT chaperon mod | Nrf2 ARE act | A549 viability | Abeta rescue | HepG2 viability | Akt phos inh | MmCpn inh | TGFb inhibitor
COc1ccc2cc3cc(C(=O)NCC4COc5ccccc5O4)oc3nc2c1 (stereo unspecified) | u | -1.3 | -0.3% | -9% | -4% | -20% | i | 0% | -15%
CC(/C=C1\SC(=S)N(NS(=O)(=O)c2ccccc2)C1=O)=C\c1ccccc1 | 1% | 0.6 | 16% | -10% | -4% | -25% | i | 2% | u
C[C@@H]1CN([C@@H](C)CO)C(=O)c2cc(NC(=O)C3CC3)ccc2O[C@@H]1CN(C)C(=O)NC1CCCCC1 | 7% | 1.9 | 0.2% | 1% | 8% | 10% | i | -2% | 18%
O=C(N/N=C\c1ccc(-c2ccc([N+](=O)[O-])cc2)o1)C1COc2ccccc2O1 (stereo unspecified) | -21% | -7.9 | 0.6% | -8% | -9% | -3% | i | -8% | 0%
COc1ccc2[nH]c(C(=O)O)c(NS(=O)(=O)c3ccc(OC)c(OC)c3)c2c1 | 14% | 1.7 | 2.5% | 0% | 11% | 2% | i | 1% | -8%
O=C(CCCCCNc1nc(=S)[nH]c2ccccc12)NCCc1ccc(Cl)cc1 | u | 0.9 | 4.8% | -7% | -15% | -57% | i | 1% | u
Cc1cccc(N(C)C(=O)CCS(=O)(=O)c2cc3c(cc2Cl)NC(=O)CO3)c1 | 10% | -0.6 | 0.1% | 2% | -5% | 1% | i | -2% | 3%
COc1ccc(NCc2nnc(SCC(=O)Nc3nc(-c4ccccc4)cs3)n2-c2ccccc2)cc1 | u | -1.7 | 0.2% | -20% | 0% | -5% | i | 0% | -13%
COc1ccc(NC(=O)CN(C)C(=O)c2ccc(NS(=O)(=O)c3ccc(C)c([N+](=O)[O-])c3)cc2)cc1 | 6% | -4.8 | 0.3% | -12% | 17% | -7% | i | 1% | -6%
CCCC(=O)Nc1ccc(C(=O)Nc2nnc(COC)s2)cc1 | 0% | 1.7 | 0.4% | -8% | -8% | -36% | i | 1% | -4%

# Laid out differently: two of the compounds above
# Below each compound: Nrf2 block, CCT chaperon mod, Nrf2 ARE act, A549 viability, Abeta rescue, HepG2 viability, Akt phos inh, MmCpn inh, TGFb inhibitor
> O=C(CCCCCNc1nc(=S)[nH]c2ccccc12)NCCc1ccc(Cl)cc1
  u, 0.9, 4.8%, -7%, -15%, -57%, i, 1%, u
> COc1ccc2cc3cc(C(=O)NCC4COc5ccccc5O4)oc3nc2c1 (stereo unspecified)
  u, -1.3, -0.3%, -9%, -4%, -20%, i, 0%, -15%

# (cont.)
SMILES | Nrf2 block | CCT chaperon mod | Nrf2 ARE act | A549 viability | Abeta rescue | HepG2 viability | Akt phos inh | MmCpn inh | TGFb inhibitor
O=C(N/N=C/c1ccccc1Cl)c1cccc(F)c1 | u | -2.6 | 9.5% | 3% | 7% | -27% | i | 3% | 14%
Cc1cc(C)cc(NC(=O)CCNS(=O)(=O)c2cc(Br)cnc2N)c1 | -2% | 1.9 | 0.3% | 0% | 1% | -31% | i | 1% | -13%
NNC(=O)C1=NOC(CNc2ncc(C(F)(F)F)cc2Cl)C1 (stereo unspecified) | 1% | 0.1 | -0.2% | -2% | 7% | -14% | i | 0% | -1%
COc1ccc(CNC(=O)Cc2c(C)c3c(cc(C)c4c(C)c(C)oc43)oc2=O)cc1 | 16% | x | -0.2% | 6% | -10% | -13% | x | x | 0%
O=C(CN1C(=O)COc2ccc(S(=O)(=O)N3CCOCC3)cc21)Nc1ccc(F)c(Cl)c1 | -3% | x | 4.3% | -2% | -17% | -17% | x | x | u
O=C(O)CCCCCN=Cc1c(O)c2ccccc2oc1=O | -13% | -0.2 | 0.6% | -18% | -9% | 10% | i | -8% | 5%
O=C(O)C1CCCCN1c1ccccc1[N+](=O)[O-] (stereo unspecified) | x | -0.1 | -0.7% | x | -2% | 1% | i | x | 9%
COc1ccc(C(=O)OCC(=O)N2CCOCC2)cc1S(=O)(=O)N1CCOCC1 | 8% | 1.4 | -1.0% | -1% | -8% | 0% | i | 1% | 23%
COc1cccc(NC(=O)c2ccc(-c3nc(COc4ccccc4)c(C)o3)cc2)c1 | x | x | 0.2% | -4% | 2% | -36% | x | x | u
O=C(Nc1cccs1)Nc1cc(C(F)(F)F)ccc1Cl | u | x | u | -3% | -16% | -84% | x | x | x
CCN(CC)C(=O)Cn1c(=O)cc(C)c2c(C)nn(C)c21 | 19% | x | 0.2% | 2% | -14% | 3% | x | x | 2%
Cc1oc2ccc(O)c(CN3CCCCC3C)c2c1C(=O)Nc1ccccc1 (stereo unspecified) | -1% | x | 12% | 0% | -5% | -47% | x | x | -21%
COc1ccc(-c2cc(C#N)nc(N3CCNCC3)n2)cc1 | 14% | 0.3 | 0.1% | -4% | -4% | -10% | i | -1% | 11%
CCOc1ccc(NC(=O)COC(=O)CSCC(=O)Nc2ccc(C)cc2C)cc1 | 6% | 0.9 | -0.2% | 0% | -7% | -4% | i | 0% | -15%
C=CC(COCc1ccccc1)N(Cc1ccccc1)S(=O)(=O)c1ccccc1Br (stereo unspecified) | u | 0.1 | 4.9% | 1%&-1% | 9% | -4%&-2% | i | 1% | u
Cc1ccc(S(=O)(=O)N2CCN(S(C)(=O)=O)CC2)cc1 | x | -10 | -2.4% | 10% | -7% | -3% | i | x | 8%
COc1ccc(CCNC(=O)Cn2c(=O)n(CC3CCCO3)c(=O)c3cc(OC)c(OC)cc32)cc1OC (stereo unspecified) | -22% | -0.1 | 0.3% | -7% | x | -3% | i | -2% | 3%
Cn1cc(C(=O)O)c(=O)c2cc(S(=O)(=O)N3CCOCC3)ccc21 | x | x | -0.6% | 14% | 5% | -32% | x | x | u
COc1ccccc1Cn1cnc2cccnc21 | 3% | -2.9 | -0.4% | -4% | 5% | -28% | i | 1% | -11%
O=C(O)C(Oc1ccc2ccccc2c1)c1ccccc1 (stereo unspecified) | -4% | -0.8 | -0.5% | -5% | -11% | -35% | i | x | 0%
CC1(C)CC(=O)C2=C(C1)Nc1ccccc1NC2c1ccc(F)c(F)c1 (stereo unspecified) | 6% | 0.5 | -0.5% | -2% | -14% | -12% | i | -7% | 1%
CCCOc1ccc(N2CC(C(=O)Nc3ncccc3C)CC2=O)cc1 (stereo unspecified) | 4% | 1.2 | 0.4% | 2% | u | -29% | i | -1% | 4%
COc1ccc(-c2nc3sc(CCNC(=O)C(C)(C)C)c(C)n3n2)cc1 | x | x | 1.4% | 1% | -19% | -9% | x | x | -12%
COC(=O)c1cccc(C(=O)Oc2cccc(Br)c2)n1 | -13% | -3.0 | -0.8% | -11% | 0% | -16% | i | -3% | -2%
CC1(C)CC(=O)c2cnc(N3CCc4ccccc43)nc2C1 | u | -1.2 | 5.1% | -8% | -61%[inhibitor] | -29% | i | -4% | -9%
CCCOc1ccc(NC(=O)CC2C(=O)N(c3ccccc3)C(=O)N2Cc2ccco2)cc1 (stereo unspecified) | u | x | 3.5% | -15% | -11% | -38% | x | x | u
COc1ccccc1CNC(=O)CC(C)C | -19% | 0.4 | 0.6% | 0% | -7% | -2% | i | 0% | -4%
CSc1ncccc1C(=O)OCC(=O)N1CCOCC1 | 7% | -0.9 | -0.1% | -5% | -9% | -2% | i | 1% | u
CC(C)N(C(=O)CSc1nnc(NC2CC2)s1)c1ccccc1 | 0% | -2.5 | -0.9% | -3% | 13% | -6% | i | -3% | -2%
COc1ccc(CC(=O)Nc2ccc(C(=O)O)cc2NC(=O)Cc2ccc(OC)cc2)cc1 | 15% | -1.7 | 0.2% | -2% | 16% | 8% | i | 0% | 11%
COc1ccccc1CNC(=O)CSc1nc(=O)n(Cc2ccncc2)c2c1CCC2 | -11% | 2.4 | 0.3% | 2% | 9% | 15% | i | -2% | 17%
CN(C)c1ccc(CNC(=O)CCn2c(=O)c3cccn3c3ccc(F)cc32)cc1 | -13% | x | -0.8% | -12% | 4% | -10% | x | x | -2%
CCSc1nc(N2CCCCC2)c2c(c1C#N)CCCC2 | -3% | -0.8 | 0.4% | -1% | 32% | 7% | i | -1% | 2%
CC(C)(C)c1cc(OC(=O)c2ccncc2)ccc1O | -5% | 0.7 | u | -13% | 21% | -19% | i | 1% | -7%
O=C(Nc1ccccc1C(F)(F)F)c1ccccn1 | 11% | -0.4 | -0.6% | -3% | -17% | -24% | i | 0% | -7%
Cc1ccc(N2CC(C(=O)NCCS(=O)(=O)N3CCN(c4ccccc4)CC3)CC2=O)cc1 (stereo unspecified) | -3% | -2.4 | -1.2%&0.6% | 0%&-1% | 8%&-7% | 4%&4% | i | 0% | 12%&4%
O=C(N/N=C/c1cccc(O)c1)c1ccc2c(c1)OCCO2 | 0.41µM* | -1.1 | 0.4% | 1% | 3% | 14% | i | -29% | 26%
Cc1ccc(C)n1-c1nnc(N2CCC(C(=O)NCCCN3CC(C)CC(C)C3)CC2)s1 (stereo unspecified) | 14% | -0.8 | 13% | -1% | 6% | -4% | i | 0% | -7%
Cc1ccccc1CNC(=O)C1CCN(S(=O)(=O)Cc2ccccc2)CC1 | 13% | x | -1.0% | 0% | -2% | -1% | x | x | 2%
